# SUMO1-SIM PPI: modulators of human SUMO1-mediated protein-protein interactions | 360,000 tested, 0.33% active | P63165 | inhibition, % at 20 µM | SUMO1 binding to a labelled peptide, TR-FRET, 1 h; in the data active = inhibition above about 37%
# Target sequence (P63165 whole entry, looked up): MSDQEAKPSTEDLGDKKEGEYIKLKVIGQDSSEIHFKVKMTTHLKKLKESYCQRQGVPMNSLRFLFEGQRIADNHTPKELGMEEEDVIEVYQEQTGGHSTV
# LMPTP inh: blocks human LMPTP phosphatase | P24666 | recombinant LMPTP-A, OMFP fluorogenic substrate, fluorescence intensity | inhibition, % at 20 µM | 360,000 tested, 0.22% active | AID 651560;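 active = compounds that cut the enzyme signal by at least half of the control window in the single-dose screen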;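 note: plate controls were DMSO wells with enzyme plus substrate for no effect and substrate without enzyme for full effect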
# Target sequence (P24666 whole entry, looked up): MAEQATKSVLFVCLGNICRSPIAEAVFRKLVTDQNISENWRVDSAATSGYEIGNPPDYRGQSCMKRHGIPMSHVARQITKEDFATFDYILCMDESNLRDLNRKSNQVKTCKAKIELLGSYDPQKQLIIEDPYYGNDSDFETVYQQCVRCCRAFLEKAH
#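 Test system: LMPTP-A phosphatase enzyme; input: 0.625 nM LMPTP-A final; reagent: OMFP substrate, 400 µM final; compound dosing: 20 µM single dose, 3% DMSO; incubation: 50 min dark incubation at room temperature; measured by: endpoint fluorescence intensity from OMFP dephosphorylation; measure: % inhibition relative to no-enzyme and uninhibited control wells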
# MsrA inhibitor: bovine MsrA inhibition; purified bovine MsrA, absorbance read-out; inhibition, % at 15.5 µM; 360,000 tested, 0.75% active; AID 651718; in the data active = inhibition above about 4.5%;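 note: 0% = vehicle wells with enzyme and 100% = reference inhibitor wells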
# MsrA act: bovine methionine sulfoxide reductase A activation. purified bovine MsrA, absorbance read-out. activation, % at 10.6 µM. 360,000 tested, 0.3% active; in the data active = activation above about 7.5%;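 note: 0% = vehicle and 100% = reference activator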
# Scp1 inh: Scp-1 (human) phosphatase inhibition | Q9GZU7 | Recombinant Scp1, phosphopeptide, malachite green phosphate absorbance | inhibition, % at 20 µM | 340,000 tested, 0.88% active;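 active = inhibition above about 50% at 20 µM, limit read from the data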;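 note: plate controls were DMSO wells with enzyme for no effect and wells lacking enzyme for full effect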
#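 Test system: SCP-1 catalytic domain; Buffer or medium: Acidic Tris acetate buffer with magnesium and detergent; Also added: Phosphorylated 17-residue peptide substrate; Compound: single 20 µM dose, 1% DMSO; Schedule: enzyme reaction 45 min at room temperature, colour 5 min, stabilisation 30 min; Signal: Phosphate-binding colour reagent, absorbance read at 630 nm.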
# NRP1-CendR mod: NRP-1/CendR interaction modulation | O14786 | FAM-RPARPAR peptide binding to NRP-1, fluorescence polarization | inhibition, % at 25 µM | 360,000 tested, 0.85% active | AID 602438;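 active = inhibition or corrected inhibition above about 18%, plus a signal ratio from 0.5 to 1.5, limit read from the data, passing the limit was not always enough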; note: strong numbers were not always called active
# STEP inh: inhibitors of human striatal-enriched phosphatase STEP; P54829; recombinant STEP, OMFP fluorogenic substrate, fluorescence; inhibition, % at 20 µM; 360,000 tested, 0.25% active; AID 588621;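 active = inhibition at 20 µM, scaled per plate between control wells, above about 37%, limit read from the data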;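 note: 0% = DMSO with enzyme and substrate and 100% = substrate only without enzyme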
#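 System: STEP (striatal-enriched tyrosine phosphatase) enzyme, cell-free; medium: Bis-Tris pH 6.0 buffer with DTT, detergent; dosing: 20 µM, 1% DMSO; times: reaction 20 min, ambient temperature; detection: fluorescence, 480/540 nm; read-out basis: normalized % inhibition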
# eLon inh: inhibitors of E. coli Lon protease; P0A9M0; purified E. coli Lon protease, fluorescence polarization; inhibition, % at 7.94 µM; 360,000 tested, 0.42% active; AID 602123; in the data active = inhibition above about 13%, passing the limit was not always enough;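 note: 0% = enzyme with probe and DMSO and 100% = no enzyme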
# Target sequence (P0A9M0 whole entry, looked up): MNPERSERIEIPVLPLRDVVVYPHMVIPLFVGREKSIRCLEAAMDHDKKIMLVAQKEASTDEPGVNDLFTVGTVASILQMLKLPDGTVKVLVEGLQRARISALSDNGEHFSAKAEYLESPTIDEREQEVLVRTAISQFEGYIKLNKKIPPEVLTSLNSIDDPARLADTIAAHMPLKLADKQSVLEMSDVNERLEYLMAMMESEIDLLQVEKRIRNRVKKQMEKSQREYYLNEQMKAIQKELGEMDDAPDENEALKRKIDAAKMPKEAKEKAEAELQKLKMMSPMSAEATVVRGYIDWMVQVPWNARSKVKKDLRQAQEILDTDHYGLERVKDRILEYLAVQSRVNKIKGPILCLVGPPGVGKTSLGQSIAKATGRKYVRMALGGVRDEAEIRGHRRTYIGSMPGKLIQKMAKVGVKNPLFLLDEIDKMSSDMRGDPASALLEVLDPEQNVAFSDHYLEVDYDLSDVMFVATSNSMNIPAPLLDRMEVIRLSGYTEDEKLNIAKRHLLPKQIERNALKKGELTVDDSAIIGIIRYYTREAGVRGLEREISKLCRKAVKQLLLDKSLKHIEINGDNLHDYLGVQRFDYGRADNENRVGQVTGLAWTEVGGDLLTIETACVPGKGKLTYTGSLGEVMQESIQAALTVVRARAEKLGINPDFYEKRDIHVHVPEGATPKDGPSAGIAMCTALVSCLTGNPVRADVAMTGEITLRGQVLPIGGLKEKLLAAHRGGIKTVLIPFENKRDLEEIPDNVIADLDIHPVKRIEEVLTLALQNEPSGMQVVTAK
# Tb MetRS inh: Trypanosoma brucei MetRS inhibition; purified T. brucei MetRS, ATP depletion, Kinase-Glo luminescence; inhibition, % at 11.9 µM; 360,000 tested, 0.4% active; AID 624268;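 active = inhibition above a per-plate cutoff of the control wells' mean inhibition plus 3 SD, cut at about 5.5% in these data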;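 note: 0% = DMSO wells median and 100% = median of wells with control inhibitor compound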
#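 Material: parasite MetRS enzyme / Replication: singlicate, one well per compound / Signal: luminescence of leftover ATP / Schedule: 2 h aminoacylation at 25 °C after 15 min preincubation / Medium: HEPES-MgCl2-KCl buffer plus DTT, spermine, BSA, pyrophosphatase / Doses: 11.9 µM single point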
# DNMT1 inh: blocks human DNA methyltransferase DNMT1. DNMT1 molecular beacon, Hinp1I cleavage, fluorescence. 360,000 tested, 0.83% active. P26358. AID 588458. inhibition (reported as % activation of signal), % at 10 µM; in the data active = inhibition above about 50%
# * marks the source's active call; other numbers are inactive results; . = not tested or not shown. An unsorted share of the library; any-hit rate near 4.3%.
SMILES,SUMO1-SIM PPI,LMPTP inh,MsrA inhibitor,MsrA act,Scp1 inh,NRP1-CendR mod,STEP inh,eLon inh,Tb MetRS inh,DNMT1 inh
COC(=O)c1c(NC(=O)C2CC(=O)NN2Cc2ccccc2)sc(C)c1C (stereo not drawn),-1,0.8,-0.7,-5,-18,10,-3,-2,-1.0,-3
CC(=O)Oc1c(C)c(OC(C)=O)c2c(c1C(C)=O)OC1CC(=O)C(C(C)=O)=C(O)C21C (stereo not drawn),-2,-0.2,1.1,-8,-8,-12,1,-18,-1.4,3
COc1ccc(NC(=O)c2coc3ccccc23)cc1OC,1,0.1,1.8,3,-6,4,-2,-3,-0.6,0
C=CC[C@@H](CC(=O)N[C@@H](CO)Cc1ccccc1)C(=O)N[C@@H](C)COC(=O)[C@@H](CC=C)Cc1ccc(F)cc1,0,-3.3,0.4,-3,1,-7,0,-2,-0.5,2
Cc1ccc2nc(-c3ccc(NC(=O)COC(=O)c4ccc(=O)[nH]c4)cc3)sc2c1,4,-1.4,0.5,-5,4,-22,1,8,-0.1,-15
CCn1c(C(=O)N2CCCC(C(=O)NCCCc3ccccc3)C2)cc2sccc21 (stereo not drawn),-5,-0.6,-0.1,-3,-12,-1,2,-7,-0.6,0
CC(C)(C)OC(=O)[C@H](Cc1ccccc1)NC(=O)c1[nH]cnc1C(=O)Nc1cccc(Cl)c1,-1,2.0,-0.6,3,-4,23*,-3,-2,0.6,-20
O=C(NC(=S)Nc1cc(S(=O)(=O)N2CCOCC2)ccc1N1CCOCC1)c1ccco1,-1,0.1,0.1,-2,-2,3,-1,1,-0.2,60*
CCOc1ccc(CN(C)CC(=O)Nc2ccc(N3CCOCC3)cc2)cc1OC,3,0.4,-0.1,-2,-7,-2,1,-14,-0.3,-1
Cc1cc(-c2ccccc2)nc(N(C)NC(=O)C2CC2)c1S(C)(=O)=O,-6,1.7,1.3,-2,3,11,0,3,-0.5,-1
O=C(CCCC(=O)NN=Cc1ccc(Cl)cc1Cl)NN=Cc1ccc(Cl)cc1Cl,0,1.2,-0.5,-2,-13,8,0,-1,-0.4,35
COc1ccc(-c2csc(Cc3nnc(N4CCOCC4)n3-c3ccccc3)n2)cc1OC,-4,-2.3,.,-3,0,-4,0,-16,-0.5,5
CN1C(=O)NC(c2ccc(Cl)cc2)C2=C1CC(C)(C)CC2=O (stereo not drawn),0,0.4,2.1,-2,-19,-1,0,-5,-0.1,-1
Cc1nnsc1C(=O)N1CCCC(C)(C(=O)NS(=O)(=O)C2CC2)C1 (stereo not drawn),1,-1.0,-1.1,-4,.,-3,-1,-8,-0.3,0
O=C(C[n+]1cc(-c2ccc(F)cc2)n2c1CCC2)N1c2ccccc2Sc2ccccc21,-2,-0.6,0.5,-2,17,-2,1,6,-0.8,-2
Cc1occc1C(=O)NCc1ccco1,3,4.8,-0.1,-3,24,-4,1,-4,1.1,40
CN1CCN(CCCNC(=O)CN2C(=O)COc3ccccc32)CC1,2,-1.1,-0.5,-10,4,0,-1,-1,-0.8,3
CC12CCC(C)(c3nc4ccccc4nc31)C2(C)C,2,0.9,-0.1,-6,-3,2,1,-3,-0.4,3
Cc1ccccc1Nc1c([N+](=O)[O-])ccc2nonc12,-39,-0.2,1.6,-13,1,10,-5,0,-1.4,1
COC(=O)Cc1csc(/N=C/c2c(O)n(-c3cccc(C(F)(F)F)c3)c(=O)c3ccccc23)n1,-5,3.2,-0.5,-3,-7,-16,2,-1,-0.1,26
CC(=O)c1sc(NC(=O)c2ccccc2)nc1-c1ccccc1,-10,1.3,3.3,-2,-5,-16,0,-1,-0.2,-1
O=C(Cc1c(F)cccc1Cl)Nc1ccccc1C(=O)N1CCOCC1,-2,0.2,1.8,0,-7,10,1,-6,-0.3,0
O=C(Nc1ccncc1)Nc1cccc(Cl)c1Cl,-5,5.6,-0.6,-4,-6,-13,-1,-10,-0.3,0
CCN(CC)C(CNS(=O)(=O)c1ccc(Cl)cc1)c1ccccc1 (stereo not drawn),1,0.3,0.7,-3,-9,8,1,1,-0.1,1
C=CCc1cc(OC)ccc1OCCN1CC(C)OC(C)C1 (stereo not drawn),1,-0.6,0.1,-1,-11,6,3,-3,-1.5,-2
# (listing goes on)
SMILES,SUMO1-SIM PPI,LMPTP inh,MsrA inhibitor,MsrA act,Scp1 inh,NRP1-CendR mod,STEP inh,eLon inh,Tb MetRS inh,DNMT1 inh
CCCc1nc2ccc(C)cn2c1Cc1ccc(C)cc1,2,-0.3,1.0,-8,.,-3,0,-21,-1.2,4
CCn1cc(C(=O)NCCOC)c(=O)c2ccc(C)nc21,-3,0.3,-0.5,-1,-3,-10,-1,-7,-0.1,3
COc1cccc(OC)c1C(=O)NC(=S)Nc1ccc2c(c1)C(=O)N(C)C2=O,-17,0.5,1.0,-1,-7,-6,2,9,-0.1,-4
COc1cccc(NC(=S)N(CCCN2CCOCC2)C(C)c2cc3ccccc3o2)c1 (stereo not drawn),6,-2.2,-0.8,1,-2,-1,-1,0,-1.0,0
O=C(Nc1ccc(F)cc1)Nc1ccc(Cl)cn1,3,-1.0,-0.6,-3,-3,2,-3,-8,-0.4,3
Cc1ccccc1CNC(=O)c1cc2ccccc2o1,4,-1.0,0.6,-2,-5,0,-2,-2,-0.8,3
Cc1ccccc1N1CC(C(=O)Nc2ccc3c(c2)OCO3)CC1=O (stereo not drawn),-1,2.6,0.1,-3,-1,11,1,-10,-0.3,-8
Cc1ccc(C)c(S(=O)(=O)N/N=C/c2cccnc2)c1,15,-1.8,1.1,-2,-1,1,-1,-1,0.1,-1
Cc1ccc(-c2cc(-c3ccco3)c3c(N)c(C(=O)NN)oc3n2)cc1,-18,4.5,-0.4,-5,-2,-29,4,-31,-0.8,-23
Cc1ccc(C(O)(C(=O)NNS(=O)(=O)c2ccc(C)cc2)c2ccc(C)cc2)cc1,1,-1.0,-0.3,-5,-7,-5,6,-3,-1.0,-2
CC1(C)CC(=O)c2sc(NC(=O)C3COc4ccccc4O3)nc2C1 (stereo not drawn),-7,-1.0,2.7,-1,20,-6,-2,-10,-0.4,5
COc1ccc(C(C)=O)cc1Cn1c(C)c(C(=O)NC2CC2)sc1=O,3,0.4,-0.4,-2,.,-10,0,-1,-0.2,-3
Cc1cc(C)cc(NC(=O)C2CCCN(c3nc(C)cc(C)n3)C2)c1 (stereo not drawn),2,0.2,-0.4,0,-3,0,0,-10,-0.6,4
Cc1oc2c(CN3CCOCC3)c(O)ccc2c(=O)c1-c1ccccc1,0,-1.4,1.5,-14,10,9,-1,-1,-0.8,6
C=CCC1NS(=O)(=O)OC2CCCCC12 (stereo not drawn),7,-1.6,0.0,1,-2,3,-2,2,0.6,5
O=C(Cn1cc(C(F)(F)F)ccc1=O)Nc1ccc2c(c1)OCCO2,3,0.4,-0.1,-10,7,-9,-1,4,-0.3,-5
CCOC(=O)C1=NNC(C(=O)OCC)C1C(=O)OCC (stereo not drawn),2,0.3,-0.6,-2,-5,-6,-1,-5,-0.3,5
COc1ccccc1NC(=O)c1ccc(NS(=O)(=O)c2ccc(F)c(F)c2F)cc1,2,-1.9,1.1,-6,-10,4,-8,4,-1.0,2
Cc1cc(C(=O)NC2CCC(O)CC2)c(C)o1 (stereo not drawn),2,-0.7,0.0,-5,-10,6,-3,-3,-0.3,-4
Cc1noc2ncnc(Sc3ccccc3Cl)c12,-3,-1.4,0.8,-3,-10,-13,2,-7,-0.9,4
O=C(Cn1c(-c2cscn2)nc2ccccc21)Nc1ccc2ccccc2c1,1,3.5,-0.9,-4,2,-7,2,-7,-0.5,-11
Nc1nnnn1/N=C/c1cc(Cl)cc(Cl)c1O,-5,-2.9,-0.1,-4,-2,133,-20,49*,-0.8,-3
COc1cccc(-c2c(-c3cc(OC)cc(OC)c3)n(C)c3ccc(-c4ccc5[nH]ccc5c4)cc23)c1,20,3.8,0.2,-2,-9,-10,-2,-8,0.1,-6
COc1cccc(C2CC(=O)N3CN(c4cccc(Cl)c4C)CSC3=C2C#N)c1OC (stereo not drawn),7,1.9,2.0,0,13,-14,0,-2,-0.3,-14
CC(C)CCN1CCN(Cc2coc3ccccc3c2=O)CC1CCO (stereo not drawn),2,-0.6,-0.7,-2,-2,-5,1,-2,-1.3,-5
# (further entries)
SMILES,SUMO1-SIM PPI,LMPTP inh,MsrA inhibitor,MsrA act,Scp1 inh,NRP1-CendR mod,STEP inh,eLon inh,Tb MetRS inh,DNMT1 inh
CCN(CC)C(=O)C(=O)N/N=C/c1ccc(F)cc1,-3,-0.9,0.1,-1,-12,8,0,-5,-0.7,0
CCN(CC)C(=O)CN(C#N)c1nc(Cl)nc(N(C)C)n1,14,-2.6,0.3,-5,1,12,-2,6,-0.8,-4
CCOc1ccccc1CN1CCN(Cc2ccc(C)o2)C(CCO)C1 (stereo not drawn),0,1.8,-0.2,-1,-10,5,-2,-2,0.0,-1
Cc1ccc(NC(=S)NC(=O)c2ccc(Br)o2)c(C)c1,-4,2.5,2.3,0,-9,-1,4,-12,-0.8,-4
COc1ccccc1-n1c(C)nc2cc(C(=O)NCCN3CCOCC3)ccc21,1,-2.8,0.7,-9,1,4,0,2,-1.0,2
CC(C)(C)NC(=O)c1cccc(NC(=O)Cc2cccs2)c1,3,-1.7,-1.7,-3,-10,2,-3,6,-0.7,-1
COc1ccc(N2CCN(C(=O)c3ccccc3NS(=O)(=O)c3ccc(C)cc3)CC2)cc1,5,1.3,-0.4,-9,-3,3,-2,10,-0.8,-1
COc1cc(CN2CCNC(=O)C2CC(=O)NC2CCCCC2)cc(OC)c1 (stereo not drawn),1,-2.8,-1.3,-6,1,-5,-2,8,-0.4,-4
COc1ccc(NS(=O)(=O)c2c(C)cc(C)cc2C)cn1,2,0.4,1.4,-6,-3,7,4,7,-0.4,0
COC(=O)C1=C(N)Oc2cc(C)[nH]c(=O)c2C1c1ccc(Cl)cc1 (stereo not drawn),-2,0.6,0.1,-2,-7,-11,-2,0,0.1,1
NS(=O)(=O)c1ccc(CCNC(=O)c2ccncc2)cc1,0,-1.1,0.3,-12,-1,3,-4,4,-0.4,2

# Looked up by structure from above, three records:
SMILES,SUMO1-SIM PPI,LMPTP inh,MsrA inhibitor,MsrA act,Scp1 inh,NRP1-CendR mod,STEP inh,eLon inh,Tb MetRS inh,DNMT1 inh
Cc1noc2ncnc(Sc3ccccc3Cl)c12,-3,-1.4,0.8,-3,-10,-13,2,-7,-0.9,4
O=C(NC(=S)Nc1cc(S(=O)(=O)N2CCOCC2)ccc1N1CCOCC1)c1ccco1,-1,0.1,0.1,-2,-2,3,-1,1,-0.2,60*
Cc1ccccc1Nc1c([N+](=O)[O-])ccc2nonc12,-39,-0.2,1.6,-13,1,10,-5,0,-1.4,1

# Compound activity (PubChem)
